LYP phosphatase: PTPN22 lymphoid phosphatase activity blockers – biochemical, fluorescence intensity, uHTS (AID 1779). recombinant LYP phosphatase, fluorescence intensity; higher % means a stronger effect. inhibition, % at 11.5 µM; hits with a dose series show IC50 in µM. hit rate 0.054% among 290,000;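 note: plate controls were vehicle with enzyme for no effect and no enzyme for full effect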
NOD1 NF-kB reporter: inhibition of NOD1-driven NF-kB reporter – cell-based, luminescence, uHTS, primary screen (AID 1578) | NOD1-driven NF-kB luciferase reporter cells, luminescence; higher % means a stronger effect | hit rate 1% among 290,000 | inhibition, % at 4 µM, or EC50 in µM where a hit was titrated; in the data active = inhibition mostly above about 36%, no sharp cut-off; inactive = mostly below about 34%;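 note: HEK-293T reporter cells stimulated with the NOD1 agonist gamma-tri-DAP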
KOR beta-arrestin-1: kappa opioid receptor activators – cell-based, luminescence, uHTS, primary screen (AID 1777); KOR beta-arrestin recruitment, luminescence; higher % means a stronger effect; activation, % at 10 µM; hits with a dose series show EC50 in µM; hit rate 0.02% among 280,000; in the data active = activation above about 50%, passing the limit was not always enough; note: a part of the inactive calls stands beside numbers as strong as those of hits
NOD2 inhibition: NOD2 signaling inhibitors, cell-based, luminescence, uHTS, HEK293 (AID 1566). one-dose inhibition, % at 4 µM; EC50 in µM for titrated hits. hit rate 0.63% among 290,000. HEK293 NOD2/NF-kB luciferase reporter, luminescence; higher % means a stronger effect; note: many of its hits are not listed in these tables
Salmonella PhoP GFP: PhoP-dependent GFP reporter repression – Salmonella Typhimurium, primary screen (AID 1863); hit rate 0.16% among 300,000; S. Typhimurium PhoP-regulated promoter GFP reporter, 4 h; higher % means a stronger effect; inhibition, % at 50 µM, or IC50 in µM where a hit was titrated;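 active = inhibition over 29.93%, a cutoff 3 SD above the screen mean, later confirmed by dose response; inconclusive = inhibition over 29.93% but no dose response follow-up; inactive = inhibition at most 29.93% or unconfirmed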;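 note: 0% = low Mg2+ inducing control and 100% = high Mg2+ repressing control; strong numbers were not always called active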
Myeloid diff 2: promotes myeloid progenitor differentiation; ER-HoxA9 myeloid progenitors, lysozyme-GFP differentiation, flow cytometry; calls only at 10 µM; hit rate 1% among 360,000; AID 624256;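 active = normalized GFP-positive differentiation at or above the plate's own cutoff, the solvent-only control mean plus 3 SD; inconclusive = no clear call, values can overlap the other calls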;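 note: cells exposed to compound for four days before flow analysis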
Siah-1 displacement: blockers of Siah-1 interaction with plectin peptide – biochemical, fluorescence polarization, rhodamine-plectin, uHTS, primary screen (AID 1817); displacement, % at 20 µM, or IC50 in µM where a hit was titrated; hit rate 0.02% among 290,000; Siah-1 / rhodamine-plectin peptide fluorescence polarization; higher % means a stronger effect;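 active = displacement of at least 50% at 20 µM, with a fluorescence ratio check between 0.3 and a set limit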;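 note: plate controls were Siah plus tracer with DMSO for no effect and tracer alone without Siah for full effect; strong numbers were not always called active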
HIV fusion peptide: cell-free HIV fusion peptide-binding blockers – biochemical, uHTS, fluorescence dequenching, primary screen (AID 1986); cell-free peptide binding, fluorescence dequenching, 30 min; higher % means a stronger effect; inhibition, % at 20 µM, or IC50 in µM where a hit was titrated; hit rate 0.3% among 290,000; in the data active = inhibition mostly above about 52%, no sharp cut-off; inactive = mostly below about 76%; note: some results filed as inactive read as strong as hits
KOR beta-arrestin-2: kappa opioid receptor blockers – cell-based, luminescence, uHTS (AID 1778) | hit rate 0.091% among 290,000 | one-dose inhibition, % at 10 µM; IC50 in µM for titrated hits | KOR beta-arrestin recruitment, luminescence, antagonist mode; higher % means a stronger effect; note: strong numbers were not always called active
Myeloid diff 2 GFP+ MAC1+ %: also measured in Myeloid diff 2; calls as there; GFP+ MAC1+ double positive, %; measured here: differentiation confirmed by MAC1 staining
* = called active by the depositor; i = inactive; ? = inconclusive; . = not tested or not shown; [ ] = remark or other dose. Cut-off read from the data, not from the text of the source, unless noted: active = inhibition above about 50%; inactive = the rest. Only part of the results is shown; rates above refer to the full screens.

SMILES	LYP phosphatase	NOD1 NF-kB reporter	KOR beta-arrestin-1	NOD2 inhibition	Salmonella PhoP GFP	Myeloid diff 2	Myeloid diff 2 GFP+ MAC1+ %	Siah-1 displacement	HIV fusion peptide	KOR beta-arrestin-2
CCC(C)NC(=O)c1ccc(N2CCC3(CC2)OCCO3)c([N+](=O)[O-])c1 (stereo not drawn)	-7%	13%	17%	6%	4%	i	0.8	3%	-2.3%	21%
CCOC(=O)c1c(CN2CCCCC2)n(C)c2ccc(OC)c(S(=O)(=O)c3ccccc3)c12	-2%	-16%	3.6%	4%	-10%	i	0.4	2%	0.7%	4%
c1ccc(Oc2cnc3ccccc3n2)cc1	-5%	13%	-1.0%	19%	1%	i	0.9	4%	1.6%	-10%
N#C/C(=C/c1ccc(N2CCOCC2)o1)C(=O)NC1CCCCC1	5%	-43%	-0.1%	10%	-15%	i	0.9	0%	80%*	-17%
CCCCOC(=O)N1CCOCCOCCOCC1	-4%	0%	2.2%	18%	-8%	i	0.9	-1%	0.2%	30%
O=C(CSc1ccc2nnc(-c3ccccc3)n2n1)NCc1ccco1	-7%	-14%	-3.7%	7%	-2%	i	0.6	8%	1.6%	37%
O=C(N/N=C/c1ccccn1)c1ccc(N/N=C/c2ccccn2)cc1	5%	-58%	-4.1%	-48%	-7%	i	0.2	2%	-1.1%	0%
CCN(CC(=O)NCCCN1CCOCC1)S(=O)(=O)c1ccc(Cl)cc1	-5%	-5%	-3.0%	13%	1%	i	0.1	2%	-2.8%	16%
C=CCn1c(=O)c(C(=O)Nc2cc(C)ccn2)c(O)c2ccccc21	-2%	43%	3.1%	34%	-7%	i	1.0	0%	0.7%	-41%[20 µM]
COc1ccc(CCNc2ncnc3c2nnn3Cc2ccccc2)cc1OC	-9%	-33%	-1.1%	-7%	4%	i	0.2	15%	0.5%	-5%
Cc1csc(NC(=O)CSc2nnc(NC(=O)COc3ccccc3)s2)n1	-13%	-20%	7.0%	-15%	-10%	i	1.7	3%	0.7%	-3%
CCN(C(=O)c1cccc(F)c1)c1ccccc1C	-2%	-21%	-1.5%	1%	4%	i	0.6	3%	-0.5%	-3%
COc1ccc(COc2cccc3ccc(C)nc23)cc1F	-10%	-24%	-0.7%	2%	1%	i	0.3	8%	1.0%	-17%
O=C(Nc1cccnc1Cl)c1cc([N+](=O)[O-])ccc1Cl	-5%	-35%	-5.2%	-34%	-3%	i	0.5	10%	-2.1%	-2%
CC(C)(C)c1ccc(-n2ncc3c2CCCC3NC(=O)CCN2CCCO2)cc1 (stereo not drawn)	-11%	7%	-3.6%	46%	-1%	?	.	-7%	-1.4%	-13%
CN(C(N)=S)c1ccccc1	-5%	20%	-3.2%	14%	2%	i	0.1	-1%	48%	-9%
O=C(CNC(=O)c1ccco1)Nc1ccc(F)cc1	-2%	-31%	-2.3%	-6%	-6%	i	0.4	6%	0.9%	4%[20 µM]
CC(=O)C1=C(C)NC(SCC(=O)c2ccccc2)=C(C#N)C1CC(C)C (stereo not drawn)	-2%	-23%	0.6%	0%	-1%	i	0.3	3%	3.2%	-4%
O=C(CN(Cc1ccc(F)cc1)C(=O)CNS(=O)(=O)c1ccc(F)cc1)NCc1ccco1	2%	-20%	0.4%	-9%	-11%	i	1.0	-3%	1.3%	-11%
COc1ccc(NC2CCCN(C(=O)c3ccc(C(C)=O)s3)C2)cc1 (stereo not drawn)	-6%	-4%	1.5%	-4%	7%	i	0.0	-3%	-2.1%	2%
Cn1cnnc1SC(C(=O)Nc1cc(Cl)cc(Cl)c1)c1ccccc1 (stereo not drawn)	-1%	-37%	-1.2%	0%	-3%	i	0.5	2%	-2.1%	-12%
O=S(=O)(NCc1csc(-c2cccs2)n1)c1ccccc1	-7%	-7%	0.5%	-9%	-7%	i	0.6	10%	1.0%	10%
CCN(CC(=O)NCc1ccc(F)cc1)CC(=O)Nc1ccc(S(=O)(=O)N2CCCC2)cc1	7%	-44%	2.6%	-4%	-3%	i	0.6	0%	2.2%	16%
COc1ccc(-c2nc3cnccn3c2NC(C)(C)CC(C)(C)C)cc1O	-3%	9%	16%	-19%	1%	i	0.1	-1%	-0.3%	-30%
O=C(C/C=N/OCc1c(Cl)cccc1Cl)c1cnc(-c2ccccc2)s1	5%	-23%	3.2%	-16%	-22%	i	0.4	1%	-2.9%	-17%
CCOc1ccc(CN2CCNC(=O)C2CC(=O)NCCC2=CCCCC2)cc1 (stereo not drawn)	-7%	-31%	.	7%	7%	i	0.3	8%	-0.6%	22%[20 µM]
O=C(CN1C(=O)/C(=C\c2cccc(Br)c2)Oc2ccccc21)NCCCN1CCOCC1	-14%	-17%	1.6%	8%	-13%	i	9.3	-1%	0.3%	-47%
O=C(NC12CC3CC(CC(C3)C1)C2)c1ccc(=O)oc1	-3%	-21%	-5.6%	2%	5%	i	0.4	7%	1.7%	-10%
CCCCOC(=O)c1ccc(NC(=S)NC(=O)c2c(Cl)cnn2CC)cc1	3%	2%	-3.0%	12%	2%	i	1.4	-2%	-0.9%	9%
O=C1CC(Nc2ccc(N3CCOCC3)cc2)C(=O)N1c1ccccc1F (stereo not drawn)	-4%	-24%	1.2%	3%	5%	i	2.0	0%	8.4%	8%
COc1cccc(-c2noc(C(C)n3nc(C)c([N+](=O)[O-])c3C)n2)c1 (stereo not drawn)	-8%	-102%	0.5%	-13%	-1%	i	0.8	4%	9.1%	0%
CCC(Sc1ncnc2c1nnn2-c1ccc(F)cc1)C(=O)OC (stereo not drawn)	0%	6%	-3.3%	-20%	11%	i	0.8	3%	1.9%	39%
O=C(N/N=C/C=C/c1ccccc1[N+](=O)[O-])c1ccncc1	-8%	0%	-1.0%	19%	-2%	i	0.8	1%	1.1%	-21%
Cn1c(=O)c2c(nc(NCc3ccc4c(c3)OCO4)n2C)n(C)c1=O	-6%	-4%	2.4%	0%	3%	i	11	0%	0.6%	-1%
COc1ccc(S(=O)Cc2ccc(C(=O)N3CCN(C(=O)c4ccco4)CC3)o2)cc1 (stereo not drawn)	-12%	-7%	0.2%	3%	-7%	i	1.4	1%	0.0%	2%
Cc1cc(Cl)ccc1C(=O)C1CCCN(C(=O)c2cccc(N3CCCC3=O)c2)C1 (stereo not drawn)	-9%	-6%	-3.5%	0%	-6%	i	0.4	6%	1.5%	-5%

2 entries picked at random from the list so far:
SMILES	LYP phosphatase	NOD1 NF-kB reporter	KOR beta-arrestin-1	NOD2 inhibition	Salmonella PhoP GFP	Myeloid diff 2	Myeloid diff 2 GFP+ MAC1+ %	Siah-1 displacement	HIV fusion peptide	KOR beta-arrestin-2
O=C1CC(Nc2ccc(N3CCOCC3)cc2)C(=O)N1c1ccccc1F (stereo not drawn)	-4%	-24%	1.2%	3%	5%	i	2.0	0%	8.4%	8%
COc1ccc(S(=O)Cc2ccc(C(=O)N3CCN(C(=O)c4ccco4)CC3)o2)cc1 (stereo not drawn)	-12%	-7%	0.2%	3%	-7%	i	1.4	1%	0.0%	2%

The listing continues:
SMILES	LYP phosphatase	NOD1 NF-kB reporter	KOR beta-arrestin-1	NOD2 inhibition	Salmonella PhoP GFP	Myeloid diff 2	Myeloid diff 2 GFP+ MAC1+ %	Siah-1 displacement	HIV fusion peptide	KOR beta-arrestin-2
COc1ccccc1N(CC(=O)NCCSCc1cccc(C)c1)S(=O)(=O)c1ccccc1	-6%	4%	-1.8%	1%	-5%	i	0.8	8%	-0.8%	31%
CCOc1ccccc1CNS(=O)(=O)c1csc(C(N)=O)c1	-4%	-10%	3.3%	12%	3%	i	2.9	-8%	-1.0%	-25%
COc1cc(-n2c(=O)c3ccccc3n(Cc3cccc(C)c3)c2=O)cc(OC)c1OC	-8%	-11%	0.2%	-4%	-7%	i	0.3	-3%	-4.1%	22%
CC(C)Cc1ccc(C(C)C(=O)Nc2ncccn2)cc1 (stereo not drawn)	-6%	-18%	-0.8%	6%	-6%	i	0.4	4%	-1.1%	-21%[20 µM]
COc1cc(OC)c(C2NC(=O)CCC2[N+](=O)[O-])cc1OC (stereo not drawn)	-7%	0%	0.8%	10%	2%	i	0.6	-5%	-0.8%	5%
CNc1n[nH]c(=S)s1	-7%	-9%	1.5%	12%	-12%	i	0.9	5%	-0.8%	14%
O=c1oc2ccccc2c(O)c1/C=N/c1ccccn1	-5%	-5%	-1.0%	8%	9%	i	1.0	0%	2.8%	6%
O=C(O)c1ccc(NC(=S)Nc2ccccc2)cc1	-1%	-31%	0.0%	-44%	-11%	i	0.6	-4%	1.6%	-30%
Cc1ccc(N2CC(C(=O)Nc3nnc(SCCC4OCCO4)s3)CC2=O)cc1C (stereo not drawn)	-3%	-27%	2.5%	16%	6%	i	0.9	0%	5.7%	-7%
Cc1ccccc1-n1nc2c(c1NC(=O)COc1ccc(Cl)cc1)CS(=O)C2 (stereo not drawn)	-1%	6%	10%	-1%	1%	i	2.2	1%	0.5%	8%
CN1CCc2c(sc(NC(=O)c3ccc4ccccc4c3)c2C(N)=O)C1	-10%	-39%	-3.6%	21%	-10%	?	.	-6%	27%	19%

Structures shown so far containing two or more sulfur atoms (6):
SMILES	LYP phosphatase	NOD1 NF-kB reporter	KOR beta-arrestin-1	NOD2 inhibition	Salmonella PhoP GFP	Myeloid diff 2	Myeloid diff 2 GFP+ MAC1+ %	Siah-1 displacement	HIV fusion peptide	KOR beta-arrestin-2
Cc1csc(NC(=O)CSc2nnc(NC(=O)COc3ccccc3)s2)n1	-13%	-20%	7.0%	-15%	-10%	i	1.7	3%	0.7%	-3%
O=S(=O)(NCc1csc(-c2cccs2)n1)c1ccccc1	-7%	-7%	0.5%	-9%	-7%	i	0.6	10%	1.0%	10%
COc1ccccc1N(CC(=O)NCCSCc1cccc(C)c1)S(=O)(=O)c1ccccc1	-6%	4%	-1.8%	1%	-5%	i	0.8	8%	-0.8%	31%
CCOc1ccccc1CNS(=O)(=O)c1csc(C(N)=O)c1	-4%	-10%	3.3%	12%	3%	i	2.9	-8%	-1.0%	-25%
CNc1n[nH]c(=S)s1	-7%	-9%	1.5%	12%	-12%	i	0.9	5%	-0.8%	14%
Cc1ccc(N2CC(C(=O)Nc3nnc(SCCC4OCCO4)s3)CC2=O)cc1C (stereo not drawn)	-3%	-27%	2.5%	16%	6%	i	0.9	0%	5.7%	-7%

Source: PubChem BioAssay (several laboratories)
